# Screening data from PubChem BioAssay.
# MBNL1 CUG block – qHTS Assay for Inhibitors of MBNL1-poly(CUG) RNA binding; TR-FRET MBNL1-His/biotin-(CUG)12 binding, 665/545 ratio; Potency, µM (doses to about 57.5 µM), without a hit: top-dose activity change, negative = inhibition, hits mostly inhibitors; 280,000 tested, 0.036% active; active = well fitted inhibition curve with a large enough effect in the signal ratio, with a control signal flat, not every such curve was filed as active; inconclusive = small, poorly fitted or top-dose-only effect, or effect the other way, or a change in a side signal; inactive = no such curve, though single readings can be large or run the other way; the % refers to the signal ratio; note: potency is the fitted concentration of half-maximal effect; % is set by controls: 0 for no effect and ±100 for the full control effect
# Target sequence (Q9NR56 whole entry, looked up): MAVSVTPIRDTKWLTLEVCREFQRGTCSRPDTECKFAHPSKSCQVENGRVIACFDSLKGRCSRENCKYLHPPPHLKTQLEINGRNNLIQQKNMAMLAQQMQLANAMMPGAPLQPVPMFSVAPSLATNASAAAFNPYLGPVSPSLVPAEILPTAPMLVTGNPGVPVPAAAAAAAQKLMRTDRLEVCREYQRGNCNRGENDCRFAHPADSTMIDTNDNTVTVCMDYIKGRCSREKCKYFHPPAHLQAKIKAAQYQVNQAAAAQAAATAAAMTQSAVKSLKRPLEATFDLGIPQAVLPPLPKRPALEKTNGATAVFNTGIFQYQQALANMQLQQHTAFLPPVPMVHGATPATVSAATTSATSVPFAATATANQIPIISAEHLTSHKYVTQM
#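 TR-FRET between His-tagged MBNL1 and biotin-(CUG)12 RNA, detected with Tb anti-His antibody (0.055 ng/ul) and streptavidin-XL665 (5 nM), 60 min at room temperature. Compounds titrated 92 nM to 58 uM; 665/545 nm ratio normalized to buffer and complex controls.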
# hERG WT inh – qHTS for Inhibitors of KCHN2 3.1: Wildtype qHTS; Voltage-gated inwardly rectifying potassium channel KCNH2 (Homo sapiens), Q12809; U2OS, BacMam KCNH2, thallium flux FluxOr; hits give low values; activity change, % at 1.84 µM; 340,000 tested, 0.37% active; AID 720551, 2013;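 active = maximum activity change below -70%; inconclusive = maximum activity change between -70% and -50%; inactive = maximum activity change above -50%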; note: % is set by controls: 0 for no effect and ±100 for the full control effect
#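 U2OS cells transduced with wild-type KCNH2 virus are loaded with FluxOr dye for 45 min, and thallium flux is measured in kinetic reads before and after stimulation buffer. Rate constants are normalized to DMSO controls.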
# Integrin act MD – qHTS for Activators of Integrin-Mediated Alleviation for Muscular Dystrophy | alpha7betagal myoblasts, beta-gal FDG fluorescence, 48 h | Potency, µM (highest dose often 38.3 µM), without a hit: top-dose activation, most hits filed as activators | 350,000 tested, 0.064% active | AID 624291, 2012;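 note: potency is the fitted concentration of half-maximal effect; 100% = response of the positive control SU9516; nearly all actives have a fitted effect of over 60% in size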
#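 Alpha7betagal+/- myoblasts (passage 13) were plated 16-24 hr, then exposed to compounds (1:260 dilution of DMSO stock) for 48 hours at 37C. After MPER lysis, β-galactosidase reporter activity was read as FDG fluorescence (ex 480/em 540) after 30 minutes.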
# MLL CXXC-DNA inh – qHTS Fluorescence Polarization Assay for Inhibitors of MLL CXXC domain - DNA interaction; Potency, µM (titrated, usually from 115 µM), without a hit: top-dose activity change, negative = inhibition, usual class: inhibitors; 290,000 tested, 0.037% active; MLL-CXXC / FITC-HOXA9 DNA fluorescence polarization; Histone-lysine N-methyltransferase 2A (Homo sapiens), Q03164; active = well fitted inhibition curve with a large enough effect in the polarisation, with a control signal flat, not every such curve was filed as active; inconclusive = small, poorly fitted or top-dose-only effect, or effect the other way, or a change in a side signal; inactive = no such curve, though single readings can be large or run the other way; the % refers to the polarisation; note: potency is the fitted concentration of half-maximal effect
#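 Steps: dispense CXXC domain solution (7 uM) → pin compounds or unlabeled HOX-A9 DNA control → 5 min ambient → add FLSN-HOX-A9 solution (50 nM) → spin → 30 min ambient → fluorescence polarization. Tris pH 7.5/NaCl/DTT/BSA buffer.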
# A-T KAP1 phos – qHTS Assay for Identifying a Potential Treatment of Ataxia-Telangiectasia; […] A-T fibroblasts, KAP-1 phosphorylation AlphaLISA; neocarzinostatin DNA damage 30 min before lysis; Potency, µM (titrated, usually from 57.5 µM), inactives show at the highest dose activation, usual class: activators; 320,000 tested, 0.19% active; note: potency is the fitted concentration of half-maximal effect; % of control where 0% means no effect; nearly all actives have a fitted effect of over 45% in size
#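 hTERT-immortalized A-T patient fibroblasts ([…]), 500 cells/well in OPTI-MEM, 1% FBS, got compounds for 60 min, then NCS for 30 min at 37C. Lysates were then assayed for phospho-KAP-1 by AlphaLISA (anti-pKAP1 donor, anti-KAP1 acceptor beads), 6 hr at 25C.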
# GALK inh – qHTS Assay for Inhibitors of Human Galactokinase (GALK) | Potency, µM (series often up to 57.5 µM), for inactives: top-dose activity change, negative = inhibition, hits mostly inhibitors | AID 1868, 2009 | Purified GALK, Kinase-Glo residual ATP luminescence | 270,000 tested, 0.007% active; note: potency is the fitted concentration of half-maximal effect; % is set by controls: 0 for no effect and ±100 for the full control effect
#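 Kinase-Glo Plus luminescence measured ATP left after a 1 h room-temperature reaction. The reaction used 5 nM GALK, 100 uM galactose and 35 uM ATP at pH 8.0 (20 mM HEPES, 5 mM MgCl2, 60 mM NaCl, 1 mM DTT, 0.01% BSA).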
# S-ASM inh – Inhibitors of Secretory Acid Sphingomyelinase (S-ASM): qHTS; placental ASM, HMU-PC fluorogenic substrate, 60 min; AID 504937, 2011; 340,000 tested, 0.006% active; Potency, µM (titrated, usually from 57.5 µM), for inactives: at the highest dose activity change, negative = inhibition, actives largely listed as inhibitors; Sphingomyelin phosphodiesterase (Homo sapiens), P17405; note: potency is the fitted concentration of half-maximal effect
# Target sequence (P17405 47-631 limits assumed): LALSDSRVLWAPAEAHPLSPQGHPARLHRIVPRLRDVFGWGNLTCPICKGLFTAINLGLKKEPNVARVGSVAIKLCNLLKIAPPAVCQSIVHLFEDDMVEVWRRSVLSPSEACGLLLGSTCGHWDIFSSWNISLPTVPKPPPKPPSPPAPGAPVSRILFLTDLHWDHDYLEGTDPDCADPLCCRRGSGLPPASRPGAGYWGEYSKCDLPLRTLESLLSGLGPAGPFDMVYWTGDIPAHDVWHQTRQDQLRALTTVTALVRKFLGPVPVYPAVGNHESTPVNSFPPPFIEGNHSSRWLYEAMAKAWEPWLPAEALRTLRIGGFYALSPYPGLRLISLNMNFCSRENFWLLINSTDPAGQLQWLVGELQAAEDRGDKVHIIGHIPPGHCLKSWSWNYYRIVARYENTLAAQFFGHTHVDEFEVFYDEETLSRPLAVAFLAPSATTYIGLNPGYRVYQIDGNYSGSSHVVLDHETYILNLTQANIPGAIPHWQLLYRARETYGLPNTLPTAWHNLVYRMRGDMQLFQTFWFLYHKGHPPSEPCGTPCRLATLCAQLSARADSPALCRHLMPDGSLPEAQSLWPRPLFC
#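 Human placenta-derived ASM enzyme was preincubated with compound for 10 minutes at room temperature, then given fluorogenic substrate HMU-PC0 (9 uM final) for 60 minutes at 37 °C; a pH 10 stop preceded fluorescence reading at Ex 386/Em 447 nm.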
# TRPV1 agonist – HTS Assay for Compounds that Act as Agonists of the Vanilloid Receptor 1; TRPV1-expressing cells, Fluo-8 calcium influx, agonist mode; activation, % at 8.33 µM; 320,000 tested, 0.19% active; in the data active = activation above about 80%; inconclusive = between about 30% and that limit; note: 0% is about no effect
#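 Fluo-8 calcium influx in TRPV1-expressing cells, kinetic read (ex 480/em 520 nm). Compound added and read 3 min for agonist activity, followed by capsaicin at EC20 final and 2 min further read for enhancement.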
# KCNH2 3.1 inh – qHTS for Inhibitors of KCHN2 3.1: Mutant qHTS. Potassium voltage-gated channel subfamily H member 2, brain isoform KCNH2 3.1 (human). 340,000 tested, 0.95% active. U2OS KCNH2 3.1, thallium flux FluxOr; hits give low values. AID 720553, 2013. activity change, % (tested at about 1.8 µM);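 active = maximum activity change below -70%; inconclusive = maximum activity change from -70% to -50%; inactive = maximum activity change above -50%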;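 note: thallium influx rate constant from kinetic fluorescence after stimulation buffer; % is set by controls: 0 for no effect and ±100 for the full control effect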
#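 Measured as rate of thallium-driven FluxOr signal in transduced U2OS cells carrying the 3.1 channel, read kinetically for 2 min upon stimulation; values are rate constants scaled to DMSO control wells.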
# FBPA coupling cs – qHTS Assay for Inhibitors of Fructose-1,6-bisphosphate Aldolase from Giardia Lamblia: Coupling assay counterscreen; AID 2472, 2010; 290,000 tested, 0.67% active; coupling enzyme system counterscreen, AmpLite Red fluorescence; activity change, negative = inhibition, % at 58.2 µM, hits read low; in the data active = activity change below about -30%; note: % is set by controls: 0 for no effect and ±100 for the full control effect
#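 Activity here indicates interference with the coupling reaction, not aldolase inhibition. Compounds at 57.5 uM final met coupling enzymes for 10 min at RT; substrate and AmpLite Red detection followed, with a 525/598 nm fluorescence read after 20 min.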
# * hit, by the source's call; ? = inconclusive; · = not tested or not shown; & = joins results of further samples; [ ] = remark or other dose. Unless noted, calls come from the whole dose curve; as a rule, active = well fitted curve in the direction sought with a large enough effect; inconclusive = small, poorly fitted or top-dose-only effect, or another doubt; inactive = no such curve, though single readings can be large; an effect the other way counts as inactive or inconclusive. Hits appear at their usual frequency (roughly 2% active in at least one column).
SMILES,MBNL1 CUG block,hERG WT inh,Integrin act MD,MLL CXXC-DNA inh,A-T KAP1 phos,GALK inh,S-ASM inh,TRPV1 agonist,KCNH2 3.1 inh,FBPA coupling cs
CC(=O)Nc1ccc(NC(=O)c2cc([N+](=O)[O-])cc([N+](=O)[O-])c2)cc1,?,2.5,-35.9%,-11.3%,10.2%,5.9%,-1.0%,2.5,-6.1,2.8
COc1ccc(C(=O)N(c2ccc(C)cc2)C2C=CS(=O)(=O)C2)cc1OC (stereo not given),-8.4%,-16.4,15.6%,3.5%,-5.2%,0.0%,0.5%,2.6,-3.3,0.4
C#CCOCCOCCOCCNc1nc(N2CCN(C(=O)CCCCCCCCCCNC(=O)[C@H](CCCCN)n3cc(CCO)nn3)CC2)nc(N2CCN(C(=O)CCCCCCCCCCNC(=O)[C@@H]([C@H](C)O)n3cc(C)nn3)CC2)n1,·,0.1,36.6%,·,9.3%,·,-5.4%,-1.7,3.7,·
CC(=O)c1cnc(Nc2ccc(C)cc2)s1,?,-16.3,-11.5%,10.8%,2.1%,1.5%,18.6%,2.2,5.3,-5.5
Cc1c(CC(=O)O)c(=O)oc2cc(OCc3ccc(F)cc3F)ccc12,0.4%,9.6,11.4%,1.4%,-8.8%,-3.9%,7.9%,-2.2,5.7,8.8
Cc1ccc(C(=O)OCC(=O)NCCN2C(=O)CSC2=O)cc1,-4.7%,-4.3,-23.9%,0.1%,2.7%,·,0.5%,3.8,9.1,-2.5
CCC(C)NCCOCCSc1ccc(Cl)cc1 (stereo not given),-6.9%,0.0,-68.4%[inhibitor],-5.5%,-0.7%,0.4%,0.9%,-3.1,0.3,3.5
Cc1cc(NC(=O)COc2ccccc2C)no1,-3.2%,15.1,8.8%,1.3%,1.7%[11.5 µM],2.7%,0.6%,-3.3,·,0.1
O=C(CSc1nnc(-c2ccc(S(=O)(=O)N3CCCC3)cc2)o1)NCc1ccco1,-10.3%,10.4,10.2%[7.66 µM],-4.3%,6.0%,0.4%,-1.0%,3.4,5.4,2.9
O=C(CCS(=O)(=O)c1ccc(Cl)cc1)Nc1nnc(-c2cccs2)o1,·,-3.4,-53.2%[inhibitor],·,1.3%,·,-0.9%,0.8,-6.4,·
COc1ccc(OC)c(C2CC(c3c(-c4ccccc4)c4cc(Cl)ccc4[nH]c3=O)=NN2S(C)(=O)=O)c1 (stereo not given),1.3%,-3.6,-52.7%[inhibitor],40.8%[activator],-2.6%,2.5%,9.4%,-6.1,2.9,1.5
O=C(O)CC12CC3CC(C1)CC(n1cncn1)(C3)C2,0.9%,-2.3,-4.5%,6.8%,2.6%,4.5%,-0.2%,-0.6,-7.4,1.0
Cc1ccc(-n2cc3c(=O)n(C)c(=O)n(C)c3c2)cc1C,3.1%,4.6,5.9%,-5.3%,3.4%,-0.2%,0.6%,0.1,5.4,-27.8
COc1ccc(C2CC(=O)C3=C(C2)Nc2ncnn2C3c2ccccc2)cc1 (stereo not given),2.5%,-8.2,7.4%,-6.2%,0.6%,-2.1%,424.0%[activator],-0.5,-0.9,5.1
CCn1c2ccccc2c2cc(NC(=O)CSc3nnc(-c4ccccc4)o3)ccc21,1.5%,0.6,-2.0%,26.2%,-1.4%,-2.6%,-9.8%,0.3,-10.6,0.1
CN(Cc1cnc2nc(N)nc(N)c2n1)c1ccc(C(=O)N[C@@H](CCC(=O)O)C(=O)O)cc1,?,-11.6&-4.7,·,-14.1%&-6.8%,·,·,209.0%[activator],·,-8.4&0.3,0.4
CCc1ccc(CNC(=O)CCc2nnc(CCc3ccc(OC)cc3)o2)nc1,-7.3%,0.4,4.5%,3.0%,-2.7%[11.5 µM],5.1%,4.8%,-2.3,-2.9,-1.3
COc1ccc(CCNC(=O)CSc2ncnc3c2oc2ccccc23)cc1OC,1.4%,-6.0,11.8%,9.4%,·,-0.3%,-7.9%,12.1,-2.5,1.0
COc1ccc(CNC(=O)c2c([S-])n(-c3ccc(C)cc3)c3cccc[n+]23)cc1,-4.4%,-2.0,0.0%,9.1%,-3.9%,6.1%,61.0%[activator],-3.8,1.2,-4.5
O=C(N1CCOCC1)n1nnc2ccccc21,-5.8%,5.9,-12.5%,12.5%,8.3%,0.2%,3.5%,9.2,-9.4,-5.2
O=C1C=C(O)C(n2cncn2)C(c2cc(F)ccc2F)C1 (stereo not given),-2.8%,2.8,13.0%,?,-2.8%,-2.2%,-1.2%,0.9,18.9,2.7
COc1cc(C(=S)N2CCOCC2)cc(Br)c1OS(=O)(=O)c1ccccc1,1.8%,-2.7,6.9%,-0.1%,-2.9%,6.1%,-4.8%,10.2,9.8,-5.8
O=c1cc(-c2ccccc2)nc(Cc2c(Cl)cccc2Cl)[nH]1,0.0%,0.3,-10.9%,6.6%,9.1%,-2.3%,4.3%,0.2,4.0,1.0
CC(=O)c1cccc(NC(=O)N2CCCC2C(=O)NCCc2ccccc2)c1 (stereo not given),0.9%,5.0,-13.4%,10.7%,-4.2%,-2.1%,3.7%,0.1,6.2,-1.5
c1ccc(-c2nc(-c3ccncc3)no2)cc1,-0.9%,-3.5,30.3%,1.7%,·,8.1%,0.8%,3.6,-3.3,3.0
Cc1cc(NC(=O)Nc2ccc(F)cc2F)n(C)n1,-11.6%,-9.6,7.7%,4.3%,10.1%,4.3%,4.5%,11.9,3.8,0.8
O=C(CNC(=S)NC(=O)c1ccc(Cl)cc1)c1ccccc1,·,-0.9,17.0%,-1.9%,-6.3%,0.4%,-3.5%,-2.7,3.3,1.7
O=C(CN(Cc1ccccc1)S(=O)(=O)c1ccc(Cl)cc1)NCC1CCCO1 (stereo not given),1.6%,0.0,14.9%,2.9%,2.5%,4.5%,-3.4%,?,-3.8,2.4
CCOC(=O)CNc1nc(C(C)(C)C)nc2c1nnn2Cc1ccccc1Cl,2.6%,-32.7,-10.9%[7.66 µM],10.0%,5.4%,10.2%,-7.1%,4.5,-26.1,-4.6
COc1ccc(-n2nnnc2SCC(=O)N2CCCC2=O)cc1,·,1.1,?,·,1.8%,·,-1.4%,-0.3,-3.7,·
O=C(CSc1nnnn1-c1ccccc1)N1CCNC1=O,-1.4%,15.8,-8.9%,5.3%,9.8%,1.1%,-5.9%,2.5,13.8,·
CCOc1ccc(CN(C)C(C)C(=O)NCc2ccccc2)cc1 (stereo not given),-10.6%,-26.0,-17.4%,-1.2%,10.0%,0.0%,0.4%,8.4,-11.8,1.3
CCN(C(=O)CSc1nc2scc(-c3ccccc3)c2c(=O)n1N)C1CCS(=O)(=O)C1 (stereo not given),·,1.1,-9.0%,·,·,·,-0.4%,·,-12.1,·
CC(=O)NC1=NN(C(C)=O)C2(CCCCC2)S1,-15.4%,-5.7,0.3%,0.2%,-9.7%,0.6%,-0.5%,-1.4,17.7,1.2
O=C(CCN1CCN(Cc2ccccc2)CC1)Nc1cccc(Cl)c1,-6.8%,-6.1,-0.4%,-16.1%,0.7%,0.2%,0.6%,4.5,-42.5,0.2
O=C(CSc1nnc(-c2ccc(F)cc2)o1)NC1CCCCC1,-16.4%,-6.1,7.5%,-1.2%,0.9%,6.8%,-2.9%,2.4,8.4,3.1
CC12C=CC(=O)C=C1CCC1C3CCC(O)(C(=O)CO)C3(C)CC(O)C12F (stereo not given),·,6.4,21.5%,·,·,·,-2.9%,·,6.4,·
COc1ccc(NC(=O)NC2CCCCCCC2)cc1,-0.3%,?,6.2%,3.1%,-2.8%,-4.9%,-0.9%,?,-6.0,-2.2
O=C(OCc1nc2ccccc2s1)c1cccc(S(=O)(=O)N2CCOCC2)c1,-7.5%,6.2,14.0%,0.9%,7.5%,2.3%,-8.6%,20.3,0.5,4.7
